From PubChem BioAssay
SENP8 block-1: human SENP8 protease inhibitors, primary screen, biochemical, fluorescence, Nedd8 protein substrate, uHTS | Sentrin-specific protease 8 (Homo sapiens), Q96LD8 | inhibition, % at 20 µM | AID 602440, 2012 | actives 0.64% (n = 360,000) | recombinant SENP8; in the data active means inhibition mostly above about 40%, no sharp cut-off; inactive means mostly below about 27%
Target sequence (Q96LD8 whole entry, looked up): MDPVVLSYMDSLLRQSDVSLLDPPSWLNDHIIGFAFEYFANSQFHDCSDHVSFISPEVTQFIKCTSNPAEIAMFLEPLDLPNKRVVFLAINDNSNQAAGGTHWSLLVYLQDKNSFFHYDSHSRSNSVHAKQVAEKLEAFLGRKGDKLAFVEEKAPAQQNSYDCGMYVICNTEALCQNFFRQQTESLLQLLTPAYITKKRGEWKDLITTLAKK
SENP1 inh: human SENP1 catalytic domain inhibitors, primary screen, biochemical, FRET, uHTS | actives 0.21% (n = 360,000) | inhibition, % at 10 µM | recombinant SENP1 catalytic domain, CyPet-SUMO1-YPet FRET cleavage | Sentrin-specific protease 1 (Homo sapiens), Q9P0U3 | AID 624204, 2012;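 active means inhibition at least 30% at 10 µM, raw YFP signal under a set limit, fluorescence ratio 0.5 to 1.5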;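 further: 0% = enzyme with DMSO and 100% = no enzyme wells; some results filed as inactive read as strong as hits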
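Test system: human SENP1 catalytic domain; medium: Tris pH 8 buffer plus EDTA, NaCl, BME, BSA, NP40, catalase; incubation: 50 min reaction at room temperature; technique: FRET, CFP and YFP emission; controls: no-enzyme low control and enzyme-plus-DMSO high control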
HKDC1 inh: HKDC1 hexokinase inhibitors, primary screen, biochemical, fluorescence, uHTS. Q2TB90. actives 0.16% (n = 340,000). inhibition, % at 20 µM. AID 493160, 2011. recombinant HKDC1, G6PDH/diaphorase resazurin coupled fluorescence;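 active means inhibition above about 35% when tested at 20 µM, limit read from the data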;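 further: plate controls were DMSO wells with enzyme for no effect and DMSO wells lacking enzyme for full effect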
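Assay system – recombinant HKDC1 (HK5) hexokinase enzyme, produced in-house · Input – HKDC1 at 5 µg/mL · Reagent – glucose plus 1 mM ATP as hexokinase substrates · Timing – 90 min reaction incubation at room temperature, dark · Measured by – G6PDH/diaphorase-coupled fluorescence, 1 mM NADP, 100 µM resazurin, 525/613 nm · Benchmarks – DMSO-enzyme wells negative, buffer-substituted wells positive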
PfGluPho inh: PfG6PD enzyme inhibitors, primary screen, biochemical, fluorescence intensity, uHTS. PfGluPho enzyme, NADPH resazurin-diaphorase fluorescence. inhibition, % at 20 µM. actives 0.78% (n = 350,000). glucose-6-phosphate dehydrogenase-6-phosphogluconolactonase (Plasmodium falciparum 3D7);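 active means inhibition reaching at least a set limit at 20 µM in the primary screen, cut at about 59% in these data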;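 further: 0% = DMSO wells with substrate and 100% = DMSO wells lacking glucose-6-phosphate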
SENP8 block-2: SENP8 protease inhibitors, primary screen, biochemical, luminescence; inhibition, % at 10 µM; Sentrin-specific protease 8 (Homo sapiens), Q96LD8; AID 2540, 2010; actives 1.2% (n = 330,000); purified SENP8, Z-RLRGG-aminoluciferin cleavage; in the data active means inhibition above about 50%
SENP7 inh: SENP7 protease inhibitors, primary screen, biochemical, luminescence, uHTS | AID 434973, 2010 | actives 1.5% (n = 330,000) | Sentrin-specific protease 7 (Homo sapiens), Q9BQF6 | recombinant SENP7, Z-RLRGG-aminoluciferin luminescence, 40 min | inhibition, % at 5 µM;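 active means inhibition above about 50% at the single test dose, limit read from the data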;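 further: plate controls were DMSO with enzyme for no effect and no enzyme buffer wells for full effect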
Target sequence (Q9BQF6 706-1050 limits assumed): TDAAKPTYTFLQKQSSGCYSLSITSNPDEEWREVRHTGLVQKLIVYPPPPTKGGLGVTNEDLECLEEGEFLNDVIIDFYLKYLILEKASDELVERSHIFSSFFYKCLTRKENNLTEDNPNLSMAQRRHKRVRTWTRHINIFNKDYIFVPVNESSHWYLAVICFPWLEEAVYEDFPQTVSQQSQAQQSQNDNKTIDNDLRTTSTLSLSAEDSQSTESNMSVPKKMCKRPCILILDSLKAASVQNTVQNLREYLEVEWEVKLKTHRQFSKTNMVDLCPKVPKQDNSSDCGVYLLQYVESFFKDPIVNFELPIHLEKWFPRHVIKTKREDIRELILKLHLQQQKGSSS
SENP6 block: SENP6 protease inhibitors, primary screen, biochemical, luminescence, uHTS; Sentrin-specific protease 6 (Homo sapiens), Q9GZR1; inhibition, % at 10 µM; actives 1.8% (n = 330,000); Recombinant SENP6 catalytic domain, aminoluciferin luminescence;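 active means inhibition above about 50% at the single tested dose, limit read from the data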;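 further: plate controls were DMSO wells with enzyme for no effect and DMSO wells lacking enzyme for full effect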
Target sequence (Q9GZR1 628-1112 limits assumed): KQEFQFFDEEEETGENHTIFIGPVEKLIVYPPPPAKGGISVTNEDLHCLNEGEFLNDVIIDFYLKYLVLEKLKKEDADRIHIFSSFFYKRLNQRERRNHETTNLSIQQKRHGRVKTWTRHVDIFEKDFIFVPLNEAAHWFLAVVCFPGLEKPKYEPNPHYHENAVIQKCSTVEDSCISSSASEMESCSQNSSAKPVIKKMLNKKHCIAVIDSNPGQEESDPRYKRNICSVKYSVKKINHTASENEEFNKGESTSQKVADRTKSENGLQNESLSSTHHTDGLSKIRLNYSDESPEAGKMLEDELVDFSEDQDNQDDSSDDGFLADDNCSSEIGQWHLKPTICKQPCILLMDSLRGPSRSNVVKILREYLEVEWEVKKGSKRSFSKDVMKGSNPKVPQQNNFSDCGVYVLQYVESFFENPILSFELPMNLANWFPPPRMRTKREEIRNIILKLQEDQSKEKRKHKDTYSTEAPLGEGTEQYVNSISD
NLRP3 yeast inh: NALP3 inflammasome inhibitors in reconstituted yeast, primary screen, luminescence, uHTS; actives 0.39% (n = 330,000); inhibition, % at 10 µM; Yeast reconstituted NLRP3/ASC/caspase-1, beta-gal luminescence, 24 h;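 active means inhibition of 50% or more; inactive means inhibition below 50%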;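 further: plate controls were induced DMSO wells for no effect and uninduced yeast grown without galactose for full effect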
Apaf-1 inh: inhibitors of human Apaf-1 apoptosome, primary screen, biochemical, DEVD-Rh110 fluorescence, uHTS; AID 489030, 2010; reconstituted apoptosome caspase-3 activity; inhibition, % at 20 µM; Apoptotic protease-activating factor 1 (Homo sapiens), O14727; actives 0.71% (n = 330,000); active means inhibition of at least 40% at 20 µM;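 further: plate controls were DMSO wells for no effect and DEVD-CHO caspase inhibitor wells for full effect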
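Material: biochemical Apaf-1 apoptosome reconstitution. Medium: Hepes buffer, pH 7.5. Also added: cytochrome c activation, bis-DEVD rhodamine 110 substrate. Timing: 30 min compound preincubation, 50 min activation, room temperature. Measured by: rhodamine 110 fluorescence at Ex 480/Em 540 nm.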
* marks the source's active call; other numbers are inactive results; x = not tested or not shown. No enrichment for hits; any-hit rate near 4.1%.

SMILES	SENP8 block-1	SENP1 inh	HKDC1 inh	PfGluPho inh	SENP8 block-2	SENP7 inh	SENP6 block	NLRP3 yeast inh	Apaf-1 inh
O=C(Nc1ccc(C(=O)N2CCN(c3ccccc3)CC2)cc1)C1=CSCCO1	3	2	0	-7	14	-3	-19	17	7
O=C(NNC(=S)Nc1ccccc1)c1ccncc1	13	2	-6	5	-1	-3	6	25	-3
COc1ccc(CCN/C=C2/CC(=O)NC2=O)cc1OC	15	2	-4	16	5	-4	-4	17	-8
CSC1=NCCN1C(=O)COc1ccccc1	-1	1	-4	-5	1	6	7	9	-7
COc1cccc(/C=C/C(=O)OC(C)C(=O)Nc2c(C)n(C)n(-c3ccccc3)c2=O)c1 (stereo not given)	-189	3	-8	5	3	5	2	21	-1
O=C(CN1CCN(Cc2ccccc2)CC1)N/N=C/c1c[nH]c2ccccc12	13	1	9	-11	5	4	17	11	2
O=C1NC(=O)C(c2ccc(Cl)cc2)N1 (stereo not given)	33	0	1	-8	0	-2	17	15	-8
Cc1ccc(C(=O)Nc2nc3ccc(S(C)(=O)=O)cc3s2)s1	-202	0	7	13	51*	47	68*	0	-5
COCC1CCN(Cc2cn(C)nc2-c2cccc(Cl)c2)C1 (stereo not given)	7	1	4	0	6	4	8	16	-2
O=C(Cn1c(SCC(=O)N2CCc3ccccc3C2)nc2ccccc21)NC1CCCC1	9	-3	4	1	-8	-7	6	10	8
CC(C)N(Cc1cn(C)nc1-c1cccc(Cl)c1)CC1CCC(=O)N1 (stereo not given)	18	2	-8	-9	-6	-7	0	4	2
CCc1sc(NC(C)=O)nc1-c1ccccc1	22	1	-6	-12	3	2	7	10	5
CN=C(c1ccc(C)cc1)n1c(=S)nc(-c2ccc(C)cc2)n(C)c1=S	5	2	-8	22	4	-10	-15	20	13
CCOc1ccc(OCC(=O)Nc2cc3c(cc2C(=O)O)OCCCO3)cc1	-14	-2	-2	-6	3	-5	-16	14	4
N#Cc1cc(S(=O)(=O)c2ccccc2)c(N)[nH]c1=O	-85	-166	-5	-42	-1	0	-6	3	5
Cc1ccc(SCC(=O)Nc2ccc3c(c2)C(=O)N(C)C3=O)cc1	-12	2	3	6	-12	-18	-13	0	1
O=C(NCC1COc2ccccc2O1)c1ccc(Cl)c(S(=O)(=O)N2CCOCC2)c1 (stereo not given)	12	3	0	-5	-7	-1	9	9	9
CCOC(=O)c1c(N)sc(C(=O)N2CCOCC2)c1C	2	2	-12	-5	3	2	3	12	-11
O=C(NCc1ccco1)c1ccc(S(=O)(=O)N2CCCCC2)cc1	9	3	12	-6	7	-1	-2	18	-5
O=C(Nc1ccc(OCC(=O)N2CCOCC2)cc1)c1ccccc1F	20	1	1	-13	2	0	2	3	0
CCCOc1ccc(N2C(=O)CC(N3CCN(c4ccccc4F)CC3)C2=O)cc1 (stereo not given)	-2	0	-5	5	-3	1	-4	25	-11
COc1ccc(OCC2CCNCC2)cc1	5	-1	-4	-10	-10	0	1	16	-2
COc1cc(C2C(C#N)=C(N)N(c3sc4c(c3C#N)CCCC4)C3=C2C(=O)CC(C)(C)C3)cc(OC)c1OC (stereo not given)	-10	30	-6	-8	-1	13	-7	9	7
Cn1c(-c2ccsc2)c(-c2cccs2)c2cc(-c3ccc4cc[nH]c4c3)ccc21	-466	-5	2	5	-6	0	0	13	-4
Cc1ccc(C(=O)NNC(=O)c2ccoc2C)s1	11	4	-4	10	-8	4	-5	17	-2
COc1ccc2c(c1OC)C(=O)OC2n1c(O)c(N=NC(C)=O)c2ccccc21 (stereo not given)	25	-1	-4	-3	6	4	3	19	-19
Cc1nc2c(C(=O)N3CCOCC3)cnn2c(C)c1Cc1ccc(Cl)cc1	-293	2	-8	-8	5	7	-5	8	-2
CCOc1ccc(S(=O)(=O)Nc2cccc(C(=O)NCCCN3CCCC3=O)c2)cc1	-8	-1	-6	-8	4	-3	-19	9	-7
COc1cc(/C=C/C(=O)N(C)CC(=O)Nc2ccccc2Br)cc2c1OCCO2	-242	-3	0	0	1	2	4	7	-3
CCc1ccc(OCC(=O)NCCc2ccc3c(c2)OCCO3)cc1	7	1	-2	12	-9	10	-19	34	1
COc1ccc(NC(=O)CC2C(=O)N(Cc3ccccc3)C(=S)N2CCN2CCOCC2)cc1 (stereo not given)	11	2	-2	8	0	1	-6	12	2
CN(C)c1ccc(/C=N/NC(=O)c2nnn(-c3nonc3N)c2CN2CCCCCC2)cc1	-402	-26	-2	3	-10	-3	-12	-2	14
CCS(=O)(=O)N1CCCC(C(=O)NC2CCCCC2)C1 (stereo not given)	22	1	-7	-10	-2	4	3	13	-6
Cc1nc(N2CCC3(CC2)OCCO3)c2nnn(Cc3ccccc3F)c2n1	17	2	-4	61*	-2	9	-3	29	2
CCNC(=S)N/N=C1\CCCCc2ccccc21	19	2	13	-18	-6	-1	7	6	6
O=C(Oc1ccc2c(c1)OCC2=O)c1ccccc1	5	5	2	-4	-41	0	-36	2	-12
Cc1ccc(S(=O)(=O)N(C)C)cc1NC(=O)COC(=O)c1sc2cc(Cl)ccc2c1Cl	13	0	-2	-19	1	9	-11	17	-4
CCCOc1ccc(C(=O)N2CCCC2C(=O)O)cc1 (stereo not given)	12	3	-3	-13	-6	-7	-5	-10	-5
CC(OC(=O)C1CCN(S(=O)(=O)c2ccccc2C(F)(F)F)CC1)C(=O)N(C)Cc1ccccc1 (stereo not given)	10	2	-5	8	0	-3	-4	-7	18
Cc1ccc(-c2cc(C(=O)Nc3cc(C)ccc3O)no2)cc1	7	0	-1	-16	x	x	x	x	x

Of the compounds above, these have a COOH group:
SMILES	SENP8 block-1	SENP1 inh	HKDC1 inh	PfGluPho inh	SENP8 block-2	SENP7 inh	SENP6 block	NLRP3 yeast inh	Apaf-1 inh
CCOc1ccc(OCC(=O)Nc2cc3c(cc2C(=O)O)OCCCO3)cc1	-14	-2	-2	-6	3	-5	-16	14	4
CCCOc1ccc(C(=O)N2CCCC2C(=O)O)cc1 (stereo not given)	12	3	-3	-13	-6	-7	-5	-10	-5

The list goes on:
SMILES	SENP8 block-1	SENP1 inh	HKDC1 inh	PfGluPho inh	SENP8 block-2	SENP7 inh	SENP6 block	NLRP3 yeast inh	Apaf-1 inh
Cc1sccc1C1C(C#N)=C(N)SC(N)=C1C#N	x	x	x	x	-8	6	-7	12	12
COc1ccc(CNC(=O)c2cnn3c(C(F)F)cc(C)nc23)cc1OC	8	1	-2	2	-12	-12	-19	6	12
CC(=O)N1c2ccc(S(=O)(=O)NCCC(=O)NC3CCCCCC3)cc2CC1C (stereo not given)	8	0	-5	9	-2	3	1	4	-6
COc1ccc(Cl)cc1NC(=O)NCCCl	20	1	-9	-2	-1	0	-15	-3	7
COCCn1c(SCC(=O)NC2CCCC2)nnc1-c1ccncc1	9	0	-6	5	0	9	-22	21	-10
O=c1cc(/C=C/c2c(F)cccc2Cl)[nH]c2ccccc12	-389	-7	-5	22	x	x	x	x	x
COc1ccc(CNC(=S)NNC(=O)c2cc3ccccc3o2)cc1	-14	1	-1	-5	-2	4	-11	8	0
Cc1ccc(OCCCN(C)C)c(Br)c1	16	3	-5	7	2	7	9	-5	1
Cc1ccc(C(=O)CSc2nnc(CNc3ccc(C)cc3C)n2Cc2ccco2)cc1	12	-4	3	15	0	1	13	10	20
CC(=O)Cc1cc(O)c2ccccc2c1OC(=O)c1ccc(Br)cc1	39	0	14	41	9	16	-2	10	2
Cc1onc(-c2ccccc2)c1C(=O)N1CCN(Cc2ccccc2)CC1	-2	1	-5	0	-4	-7	-9	10	-11
COC(=O)CCCC1=CC2=CC(=O)C(C)(OC(=O)c3cccs3)C(=O)C2=CN1Cc1ccc2c(c1)OCO2 (stereo not given)	-7	-23	23	43	-2	5	-2	14	20
CCCCN1C(=O)/C(=C/C=C2/C=Cc3ccccc3N2CC)SC1=S	36	-12	7	33	2	4	-10	15	10
CC1=C(C(=O)NCc2ccccc2)C(c2cccnc2)n2ncnc2N1 (stereo not given)	6	1	-6	-14	-4	-6	-2	11	7
CCOc1cc(NC2CS(=O)(=O)CC2O)c(OCC)cc1NC(=O)c1ccccc1 (stereo not given)	44*	-2	10	53	8	5	12	4	-3
CCOC(=O)c1c(-c2ccc(C)o2)csc1NC(=O)CSc1nncs1	1	-1	0	45	5	1	14	30	-4
O=[N+]([O-])c1cc(C(F)(F)F)ccc1N1CCN(S(=O)(=O)c2ccc3c(c2)CCCC3)CC1	13	2	-2	10	-8	-9	1	9	5
O=C(c1ccc(NS(=O)(=O)c2ccc3[nH]c(=O)[nH]c3c2)cc1)N1CCCCC1	3	2	-3	-7	-6	-9	-8	3	7
CCCC1=NN2C(=N)/C(=C\c3ccc(SCc4ccco4)o3)C(=O)N=C2S1	-21	-21	28	26	6	8	-9	7	25
CCn1c(=S)sc2c(=O)n(CC(=O)Nc3ccc(Cl)cc3)c(C)nc21	25	1	-1	7	0	-8	-11	14	10
COc1ccc(N2CCN(c3oc(COc4ccc(Cl)cc4)nc3C#N)CC2)cc1	32	2	0	-2	2	0	6	16	8
COc1ccc2c(c1)CCCC21NC(=O)N(CC(=O)NCc2cccs2)C1=O (stereo not given)	11	-1	-5	-4	-17	-15	-17	9	-1
CCN(CC)c1ccc(NC(=O)C2=CC=CN3CCS(=O)(=O)N=C23)cc1	27	8	-3	10	-8	-5	-4	8	4
COc1ccc(CN(CC(=O)NCc2ccc(F)cc2)C(=O)c2ccco2)cc1	9	3	-5	-4	3	-7	31	25	0
COc1ccccc1NC(=O)c1cc(S(=O)(=O)N2CCOCC2)ccc1Cl	18	1	-2	1	-1	7	-28	8	5
C(=N\Nc1nc(Nc2ccccc2)nc(Nc2ccccc2)n1)/c1cccnc1	8	2	3	-6	0	3	-6	11	19
CC1CCC(C(C)C)C(OCC(O)CN2CCCC(C)C2)C1 (stereo not given)	11	2	-4	-7	-3	4	-3	14	-13
O=C(Cn1ncc2c([nH]c3ccccc32)c1=O)Nc1ccc(CN2CCCCC2)cc1	1	-1	0	10	4	0	-2	13	17
CCCC(=O)Nc1cc(=O)n(C)c(=O)n1C	14	2	-7	-12	2	-6	-2	0	6
